NPY-Y1 antag – NPY-Y1 receptor antagonists, primary screen, cell-based; Neuropeptide Y receptor type 1 (Homo sapiens), P25929; HEK293-CNG Y1 cells, membrane potential fluorescence; NPY at EC95, then isoproterenol; inhibition, % at 3.6 µM; 1% of 200,000 active;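 active means inhibition above the campaign mean inhibition of all tested compounds plus 3 SD, cut at about 20% in these data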;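 further: 0% = DMSO wells given NPY plus isoproterenol and 100% = isoproterenol alone without NPY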
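Assay system: HEK293 cells with Y1 receptor plus CNG channel | Probe or stimulus: NPY (25 nM), isoproterenol (1 µM), Ro 20-1724 (25 µM) | Timing: Compound incubation 1 h at room temperature, readout 45 min post-stimulation | Measured by: Membrane-potential fluorescent dye readout | Benchmarks: High control isoproterenol alone, low control NPY with isoproterenol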
NPY1 pot ag – NPY-Y1 receptor potentiators or agonists, primary screen, cell-based; NPY-Y1 expressing cells, potentiator/agonist activation; Neuropeptide Y receptor type 1 (Homo sapiens), P25929; 0.37% of 220,000 active; activation, % at 3.6 µM; in the data active means activation above about 33%, passing the limit was not always enough;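 further: cells stimulated with NPY at EC10 then isoproterenol at EC100; 0% = low agonist plus stimulus and 100% = saturating agonist plus stimulus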
Hck Nef HTS – inhibitors of Nef-activated human Hck kinase, primary screen, biochemical, Z-Lyte FRET, 384-well, Hck-YEEI | Tyrosine-protein kinase HCK (Homo sapiens), P08631 | Recombinant Hck-YEEI plus Nef, Z-Lyte FRET kinase assay | inhibition, % at 20 µM | 0.68% of 220,000 active;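 active means Hck-Nef kinase inhibition above about 50%, limit read from the data; inactive means inhibition below that limit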;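 further: 0% = DMSO with Hck plus Nef and 100% = Hck alone without Nef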
Mdm2 ligase inh – MDM2-luciferase reporter signal enhancers, primary screen, MDM2 E3 ligase inhibitor project, cell-based, luminescence, 1536-well; AID 1230, 2008; cell-based MDM2 ubiquitination luciferase reporter, 2 h; 0 = plate control, 100 = twice control, blank-subtracted; E3 ubiquitin-protein ligase Mdm2 (Homo sapiens), Q00987; 0.11% of 210,000 active; signal enhancement, % at 5 µM;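 active means signal enhancement of 30% or more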;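 further: luminescence tracks abundance of the self-degrading MDM2-luciferase fusion protein; higher signal means inhibition of MDM2 E3 ligase activity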
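Material: stable MDM2–luciferase fusion reporter cells / Quantity: 2000 cells/well / Dosing: single 5 µM compound dose, 0.2% final DMSO / Buffer or medium: DMEM / Schedule: 4 h cell settling then 2 h compound exposure, 37 °C / Detection: luminescence with SteadyLite reagent, 15 min at room temperature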
Runt-CBFb FRET – inhibitors of RUNX1 Runt–CBFb binding, primary screen, biochemical, FRET, Cerulean-Runt, Venus-CBFb, uHTS | Cerulean-Runt/Venus-CBFb FRET ratio 530/480, 1 h | inhibition, % at 20 µM | 0.46% of 220,000 active;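 active means inhibition over about 50% at 20 µM in the single-dose screen, limit read from the data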;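 further: 0% = DMSO wells and 100% = excess unlabeled CBFb competitor control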
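Assay system: Cerulean-Runt domain fusion protein, energy donor; Signal: fluorescence energy transfer, 422 nm excitation, 530/480 nm emission; Timing: 1 h compound exposure, room temperature; Control set: unlabeled CBFb; Medium: Tris buffer pH 7.5 with salts and BSA; Compound: single test concentration of 20 µM, 1% DMSO final; Probe or stimulus: Venus-CBFb 100 nM.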
RBBP9 inh – human RBBP9 inhibitors, primary screen, biochemical, fluorescence polarization, FP-Rh probe, HTS | Serine hydrolase RBBP9 (Homo sapiens), O75884 | recombinant RBBP9 | inhibition, % at 7.94 µM | 0.2% of 220,000 active;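 active means inhibition above the campaign mean of all tested compounds plus 3 SD, cut at about 14% in these data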;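 further: plate controls were DMSO wells with RBBP9 for no effect and wells lacking RBBP9 protein for full effect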
Target sequence (O75884 whole entry, looked up): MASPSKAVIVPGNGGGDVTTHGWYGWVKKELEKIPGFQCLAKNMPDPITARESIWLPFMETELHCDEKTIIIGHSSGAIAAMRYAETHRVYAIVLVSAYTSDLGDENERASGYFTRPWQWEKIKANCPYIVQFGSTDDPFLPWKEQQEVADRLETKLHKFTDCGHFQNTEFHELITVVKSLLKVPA
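System: RBBP9 protein / Buffer or medium: Tris/NaCl buffer pH 8.0 with 0.1% Pluronic / Probe or stimulus: Serine-hydrolase probe FP-Rh, 375 nM pre-mixing / Dosing: 7.94 µM single dose, 0.794% DMSO / Times: enzyme-compound preincubation 30 min, then probe labeling 45 min, 25 °C / Technique: fluorescence polarization (mP), excitation 525 nm, emission 598 nm / Replication: singlicate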
NPY-Y2 PAM-ag – NPY-Y2 potentiators or agonists, primary screen, cell-based; cells expressing NPY-Y2, potentiator/agonist read-out; activation, % at 3.6 µM; 0.45% of 220,000 active; in the data active means activation above about 27%;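 further: cells stimulated with NPY near EC25 plus isoproterenol at EC100; 0% = vehicle plus submaximal agonist and 100% = vehicle plus saturating agonist; some results beyond the cut were filed as inactive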
p97 ATPase inh – inhibitors of human p97 ATPase, primary screen, biochemical | Transitional endoplasmic reticulum ATPase (Homo sapiens), P55072 | recombinant p97 ATPase, Kinase-Glo ATP luminescence, 3 h | inhibition, % at 8 µM | 0.42% of 220,000 active; in the data active means inhibition above about 15%;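 further: 0% = DMSO vehicle and 100% = wells lacking enzyme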
Target sequence (P55072 whole entry, looked up): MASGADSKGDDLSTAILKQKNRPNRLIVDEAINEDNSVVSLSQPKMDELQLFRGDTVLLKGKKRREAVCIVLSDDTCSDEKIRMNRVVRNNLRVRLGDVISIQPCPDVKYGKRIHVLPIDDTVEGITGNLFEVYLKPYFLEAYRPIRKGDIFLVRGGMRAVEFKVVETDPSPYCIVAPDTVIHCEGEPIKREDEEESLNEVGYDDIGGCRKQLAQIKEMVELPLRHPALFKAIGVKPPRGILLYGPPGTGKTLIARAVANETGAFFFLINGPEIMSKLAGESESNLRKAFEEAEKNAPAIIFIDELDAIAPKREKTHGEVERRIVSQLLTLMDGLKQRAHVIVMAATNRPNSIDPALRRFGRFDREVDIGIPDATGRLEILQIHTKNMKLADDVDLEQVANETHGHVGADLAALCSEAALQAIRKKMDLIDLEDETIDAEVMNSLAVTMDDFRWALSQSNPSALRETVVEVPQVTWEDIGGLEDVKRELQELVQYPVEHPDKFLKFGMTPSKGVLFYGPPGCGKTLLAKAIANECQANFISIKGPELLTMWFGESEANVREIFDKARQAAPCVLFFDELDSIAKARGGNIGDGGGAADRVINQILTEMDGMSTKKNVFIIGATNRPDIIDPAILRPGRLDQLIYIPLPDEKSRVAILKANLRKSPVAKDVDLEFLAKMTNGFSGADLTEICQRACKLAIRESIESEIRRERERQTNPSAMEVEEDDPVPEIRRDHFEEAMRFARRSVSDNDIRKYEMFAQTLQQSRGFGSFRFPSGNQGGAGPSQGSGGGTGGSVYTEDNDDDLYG
Runt-SMMHC FRET – inhibitors of RUNX1 Runt–CBFb-SMMHC binding, primary screen, biochemical, FRET, Cerulean-Runt, Venus-CBFb-SMMHC, uHTS; Runt-related transcription factor 1 (Homo sapiens) + Core-binding factor subunit beta …; Cerulean-Runt/Venus-CBFb-SMMHC FRET ratio 530/480, 1 h; inhibition, % at 20 µM; 0.74% of 220,000 active;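 active means mean inhibition across duplicate retests at 20 µM reaching about 50%, limit read from the data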;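 further: 0% = DMSO wells and 100% = wells with excess untagged CBFb-SMMHC; inhibitors lower the FRET ratio by blocking Runt binding to CBFb-SMMHC; some results filed as inactive read as strong as hits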
Numbers without * were called inactive; . = no result given.

nr	canonical_smiles	NPY-Y1 antag	NPY1 pot ag	Hck Nef HTS	Mdm2 ligase inh	Runt-CBFb FRET	RBBP9 inh	NPY-Y2 PAM-ag	p97 ATPase inh	Runt-SMMHC FRET
1	CCOC(=O)c1sc(NC(=O)/C=C/c2cnn(CC)c2C)c(C(=O)OCC)c1C	4	-12	2	-4	1	-1	-15	-1	-6
2	C=CCNc1nc(SCC=C)nc2ccsc12	7	14	5	-5	-5	-2	-7	8	-11
3	CC12C(=O)N(c3ccccn3)C(=O)C1C1C=CC2C1 (configuration not stated)	1	-9	-1	-12	2	-6	-10	-11	-1
4	COc1ccc(/C=C/C(=O)OCCCN(C)C)cc1	4	-23	-16	-12	2	-7	-15	5	-1
5	N#Cc1ccccc1NC(=O)COC(=O)c1ccc2c(c1)OCCO2	8	-16	1	-10	-1	-1	16	4	0
6	CCOC(=O)C1CN(S(=O)(=O)c2ccc(C)cc2)CCN1S(=O)(=O)c1ccc(C)cc1 (configuration not stated)	-9	-12	6	-15	0	-12	0	-8	1
7	COc1c(Cl)cc(-c2noc(C)c2C(=O)NC(C)C)cc1Cl	4	-11	-3	.	0	2	14	2	4
8	Cn1[nH]c(-c2ccccc2)c(/C=N/O)c1=O	2	4	1	-3	2	-6	0	3	-2
9	Cc1oc(-c2cccc(Cl)c2)nc1CN1CCC(C(=O)NCCCN2CCCC2=O)CC1	0	-5	0	-1	1	-9	2	0	-1
10	CCCCNC(=O)C1CC(=O)N(CCc2ccccc2)C1 (configuration not stated)	-3	-32	-4	-47	-1	-16	-12	-1	2
11	CCCCNC(=O)Nc1cc(C(F)(F)F)c[nH]c1=O	-2	3	9	-9	3	-2	-8	1	1
12	CCc1nnc(NC(=O)Cc2c[nH]c3ccccc23)s1	-5	-8	17	-10	1	-3	-2	-4	0
13	N#Cc1ccccc1CSc1nc2ccsc2c(=O)n1Cc1ccccn1	-2	-9	-2	-6	-1	-10	8	-9	5
14	COc1ccc(Nc2nc(N)nc(CSc3nccc(C)n3)n2)cc1	8	11	1	22	-1	5	5	4	-1
15	O=S(=O)(c1ccc(S(=O)(=O)N(Cc2ccco2)Cc2ccccc2Cl)cc1)N1CCCC1	3	-29	-1	-10	-1	-12	-15	-5	-7
16	CC(=O)N1CCN(S(=O)(=O)c2cccc(C(=O)OCC(=O)NC(=O)c3cccn3C)c2)CC1	3	-10	0	-13	0	-7	7	-6	-8
17	CCc1ccc2[nH]c(=O)c(CN(CCCN3CCOCC3)C(=O)Nc3cccc(Cl)c3)cc2c1	17	-40	-2	-5	0	-7	-19	0	-6
18	CCN(CC)CCNc1nc(-c2ccccc2)c2c(c1C#N)CC(C)(C)OC2	10	-28	1	-13	4	-5	0	5	0
19	Clc1ccccc1-c1nn2c(Cn3cnc4ccccc43)nnc2s1	12	-10	-1	-21	12	-9	-15	-4	-1
20	Cc1cc(NC(CC(C)C)C(=O)O)nc(Cc2ccccc2)n1 (configuration not stated)	-5	17	0	6	-2	-5	3	-1	-13
21	O=C(Cn1cnc2sc(-c3ccccc3)cc2c1=O)N1CCOCC1	-5	14	5	.	0	-6	-3	-4	-2
22	O=S(=O)(Nc1nc2ccccc2[nH]1)c1ccc(Cl)cc1	-7	4	2	-87	0	2	7	-1	-3
23	CC1CCCCC1NC(=O)CO/N=C/c1ccc(OC(F)F)cc1 (configuration not stated)	7	1	6	.	-2	0	-2	9	2
24	C/C(=N\NC(=O)c1ccc(O)cc1)c1ccc2c(c1)Nc1ccccc1S2	0	20	1	-17	-4	-7	17	-3	-43
25	COc1ccc(-c2cc(C(=O)N3CCN(C(c4ccccc4)c4ccccc4)CC3)no2)cc1	-5	5	1	-25	1	-2	2	3	4
26	Cc1noc(C)c1COC(=O)c1ccccc1Oc1ccccc1	4	-4	-1	-14	1	-10	0	-2	6
27	Cc1cc(C)cc(NC(=O)Cn2c(=O)oc3cc(S(=O)(=O)N4CC(C)CC(C)C4)ccc32)c1 (configuration not stated)	-2	12	1	-5	1	-7	3	-1	0
28	CS(=O)(=O)N(CC(=O)NCCSCc1ccccc1)c1ccccc1	-2	6	19	-5	3	7	-12	4	3
29	O=C(O)C(Cc1ccccc1)N1Cc2ccccc2C1=O (configuration not stated)	2	-2	0	-1	1	-7	-13	2	1
30	O=C(c1ccc2c3c(cccc13)CC2)C1CCCN(C(=O)c2ccc[n+]([O-])c2)C1 (configuration not stated)	.	5	8	-9	0	0	12	-4	2
31	O=C(Nc1ccc2c(c1)C(=O)N(c1ccccc1)C2=O)c1cccs1	-2	-7	16	3	-7	-3	-11	2	-13
32	COC(=O)c1ccccc1Sc1ncnc2onc(C)c12	-4	-7	28	-16	0	-6	-7	-4	5
33	CCOC(=O)N(CC)OC(=O)Nc1ccc(Cl)cc1	1	-11	-2	-3	1	-6	-10	0	4
34	CS(=O)(=O)N1CCN=C1SCc1ccc([N+](=O)[O-])cc1	-7	-5	5	-8	0	2	-8	0	1
35	CCCCN(Cc1ccccc1)S(=O)(=O)c1ccc2c(c1)n(C)c(=O)c(=O)n2C	.	-20	14	-17	4	-4	-10	-4	1
36	Cc1cc(C)cc(NC(=O)C(NCC2CCCO2)c2ccccc2)c1 (configuration not stated)	3	0	3	.	0	-3	13	4	-1
37	Cc1nn(C)c(C)c1CN(Cc1nc(-c2ccc(F)cc2F)oc1C)C1CC1	0	0	12	9	-2	-6	2	-1	-1
38	Cc1cc(C)nc(NS(=O)(=O)c2ccc(NC(=O)c3ccc(N4C(=O)CCC4=O)cc3)cc2)n1	4	-10	0	-3	0	-13	1	-7	9
39	CC1(c2ccc(Cl)cc2)NC(=O)CS1 (configuration not stated)	-1	0	22	-1	.	-4	-17	-4	.
40	COC(=O)Cc1csc(/N=C/c2c(O)n(-c3cccc(C(F)(F)F)c3)c(=O)c3ccccc23)n1	0	0	-10	-24	-8	-8	-5	-6	68
41	N#CC1=C(N)Oc2n[nH]c(-c3cccs3)c2C1c1ccccc1C(=O)O (configuration not stated)	-4	-1	20	-7	0	-8	-1	-2	3
42	CCOC(=O)N1CCN(CC(=O)Nc2sc(CC)cc2C(=O)c2ccc(OC)cc2)CC1	.	-24	-4	-12	-7	-10	-4	-12	-8
43	O=C(c1cnccn1)N1CCN(c2ccccc2F)CC1	4	10	0	-13	1	8	-3	3	-4
44	c1ccc2[nH]c(SCc3cscn3)nc2c1	-7	-13	-1	-1	1	-7	-10	-5	-1
45	CCOc1cccc(N(C(=O)C2COc3ccccc3O2)C(C(=O)NC2CCCCC2)c2ccc(O)cc2)c1 (configuration not stated)	0	14	5	-6	1	-11	2	4	0
46	CC1CCCC(C)N1S(=O)(=O)c1ccc(NC(=O)c2ccccc2C(=O)N2CCOCC2)cc1 (configuration not stated)	4	2	1	-1	-3	0	-8	-3	1
47	O=C(Nc1ccc(-c2noc(-c3ccccc3F)n2)cc1)c1cccs1	-1	0	4	.	2	-5	-6	0	0
48	N#CCCN(C(=O)Nc1ccc(Cl)cc1)c1ccccc1	-4	-8	-9	-10	-1	0	8	2	-4
49	Cc1ccc(-c2cc(C(=O)NN)n[nH]2)o1	.	6	-3	-13	-1	-2	4	7	0
50	CN1C(=O)N(c2ccccc2)C(Nc2nncs2)C1(C)C (configuration not stated)	-3	8	1	-7	-1	1	5	6	2
51	O=C(O)COc1ccc(Cl)cc1CO	5	9	0	-19	0	-5	6	5	-5
52	C=CCn1c(SCc2cc(=O)n3ccsc3n2)nc2cc(Cl)ccc2c1=O	9	-11	24	-18	-6	-14	-5	-4	-6

Entries of single compounds, quoted from the list. Order of values: NPY-Y1 antag | NPY1 pot ag | Hck Nef HTS | Mdm2 ligase inh | Runt-CBFb FRET | RBBP9 inh | NPY-Y2 PAM-ag | p97 ATPase inh | Runt-SMMHC FRET
N#CCCN(C(=O)Nc1ccc(Cl)cc1)c1ccccc1 reads -4 | -8 | -9 | -10 | -1 | 0 | 8 | 2 | -4
Cc1ccc(-c2cc(C(=O)NN)n[nH]2)o1 reads . | 6 | -3 | -13 | -1 | -2 | 4 | 7 | 0

Screening results from PubChem BioAssay.
